# Bioassay records as filed in PubChem.
# KB-3-1 cytotox – KB-3-1 parental cell cytotoxicity; KB-3-1 viability, CellTiter-Glo ATP luminescence, 72 h; Potency, µM (top dose mostly 46.1 µM), inactives show at the highest dose activity change, negative = cytotoxic, actives largely listed as cytotoxic; actives 1.4% (n = 400,000); note: potency is the fitted concentration of half-maximal effect; % is set by controls: 0 for no effect and ±100 for the full control effect; nearly all actives have a fitted effect of over 60% in size
#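 Parental KB-3-1 viability, qHTS format: 72 h compound exposure, 37 °C; CellTiter-Glo; media-only wells and DMSO plates as controls; concentration-effect fits on corrected data.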
# HT1080 IDH1KD tx – kills HT-1080 cells with IDH1 knockdown. actives 2% (n = 360,000). Potency, µM (highest dose often 46.1 µM), for inactives: top-dose activity, negative = toxicity, most hits filed as cytotoxic. HT-1080 IDH1 knockdown viability, ATP luminescence, 48 h;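 note: potency is the fitted concentration of half-maximal effect; 0% = DMSO wells and -100% = cell-free medium wells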
#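 HT-1080-IDH1KD cells (IDH1 knocked down), 750/well in RPMI with 5% FBS, treated with compound 48 h at 37 degrees C. Viability by CellTiter-Glo luminescence, normalised to DMSO and no-cell wells; concentration-response curves classed.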
# KB-V1 cytotox – KB-V1 MDR subline cytotoxicity. KB-V1 MDR cells viability, CellTiter-Glo, 72 h. Potency, µM (top dose mostly 46.1 µM), for the others: at the highest dose activity change, negative = cytotoxicity, most hits filed as cytotoxic. actives 3.4% (n = 400,000); note: potency is the fitted concentration of half-maximal effect; % is set by controls: 0 for no effect and ±100 for the full control effect; nearly all actives have a fitted effect of over 60% in size
#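 Potencies derive from concentration-effect curves fitted to normalized luminescence (CellTiter-Glo) of KB-V1 cells treated for 72 h at 37 degrees C in phenol-red-free DMEM containing 10% FBS.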
# GLP1R ag – GLP-1 receptor (human) agonism; P43220; Potency, µM (doses to about 45.6 µM), without a hit: top-dose activation, usual class: activators; actives 0.007% (n = 380,000); HEK293 GLP-1R CRE-luciferase, luminescence, 4-6 h; cells express a hypersensitive GLP-1R form; note: potency is the fitted concentration of half-maximal effect; % of control where 0% means no effect
# Target sequence (P43220 whole entry, looked up): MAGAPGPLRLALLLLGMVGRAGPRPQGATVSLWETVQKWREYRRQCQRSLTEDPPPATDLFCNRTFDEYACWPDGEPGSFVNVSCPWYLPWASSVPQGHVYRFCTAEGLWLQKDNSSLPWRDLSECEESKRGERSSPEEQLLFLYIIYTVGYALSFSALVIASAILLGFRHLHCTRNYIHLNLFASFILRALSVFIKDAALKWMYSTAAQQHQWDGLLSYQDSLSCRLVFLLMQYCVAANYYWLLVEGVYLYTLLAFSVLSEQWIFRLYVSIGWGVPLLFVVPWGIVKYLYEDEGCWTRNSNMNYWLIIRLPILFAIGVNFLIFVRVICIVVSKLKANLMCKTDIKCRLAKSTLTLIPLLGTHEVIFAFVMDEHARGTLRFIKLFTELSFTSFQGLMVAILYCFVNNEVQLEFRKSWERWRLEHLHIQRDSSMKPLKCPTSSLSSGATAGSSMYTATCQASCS
# DRD3 agonist – activates the human D3 dopamine receptor | D3R DiscoveRx beta-arrestin cells, luminescence, 90 min | AID 652048 | max activation, % | actives 0.58% (n = 410,000); in the data active = max activation above about 30%; note: 0% is about no effect; mostly tested at two doses, the higher about 12 µM
# Target sequence (P35462 whole entry, looked up): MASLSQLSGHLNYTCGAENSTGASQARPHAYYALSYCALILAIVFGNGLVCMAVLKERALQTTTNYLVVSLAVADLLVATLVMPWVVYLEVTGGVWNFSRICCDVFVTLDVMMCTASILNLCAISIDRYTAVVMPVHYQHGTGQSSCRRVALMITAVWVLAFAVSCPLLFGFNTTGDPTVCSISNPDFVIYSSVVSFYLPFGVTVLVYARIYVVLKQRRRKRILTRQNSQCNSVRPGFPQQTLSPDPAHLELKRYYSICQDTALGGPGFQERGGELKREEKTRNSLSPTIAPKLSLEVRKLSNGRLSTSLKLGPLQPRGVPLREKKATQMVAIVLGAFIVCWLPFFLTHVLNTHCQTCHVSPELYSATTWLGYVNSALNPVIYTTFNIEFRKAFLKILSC
#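 Cells at 1500/well, incubated overnight, then treated with pinned compounds (dopamine as control) for 90 min at 37 degrees C. DiscoveRx reagent added for 30 - 60 minutes at room temperature; luminescence read.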
# SW480 rereplic – induces DNA re-replication in SW480 colon adenocarcinoma cells. AID 624297. SW480 DNA re-replication, Hoechst DNA content imaging, 48 h. actives 1.8% (n = 340,000). Potency, µM (top dose mostly 46.1 µM), for the others: at the top dose re-replication activation, usual class: activators; note: potency is the fitted concentration of half-maximal effect; % of control where 0% means no effect; nearly all actives have a fitted effect of over 55% in size
#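 Image-based DNA-content assay: after two days of treatment, nuclei were labelled with the DNA dye Hoechst and imaged, and hits were compounds raising the count of nuclei showing high fluorescence intensity.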
# IL-1B inflam inh – blocks inflammasome-driven IL-1 beta release | actives 4.7% (n = 360,000) | THP-1 LPS/ATP IL-1B secretion, AlphaLISA, 16 h; hits give low values | activity change, % at 57.5 µM; in the data active = activity change below about -50%; inconclusive = mostly about -30% to -49%; note: % is set by controls: 0 for no effect and ±100 for the full control effect
#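 Secreted IL-1B measured by AlphaLISA bead assay after 16 h compound exposure of THP-1 cells; compounds (final up to 57.5 uM) added 1 h before LPS (250 ng/mL) and ATP (1.25 mM) stimulation; lower signal means less secretion.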
# HT1080NT lethal – kills 2HG-producing HT-1080-NT fibrosarcoma cells; HT-1080-NT fibrosarcoma viability, CellTiter-Glo ATP luminescence, 48 h; Potency, µM (top dose mostly 46.1 µM), for the others: top-dose activity, negative = less viability, usual class: cytotoxic; actives 1.6% (n = 360,000);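 note: NT is the 2HG producing partner of a matched IDH1 knockdown line; potency is the fitted concentration of half-maximal effect; 0% = DMSO-treated cells and -100% = media-only wells without cells; nearly all actives have a fitted effect of over 55% in size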
#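 Luminescent CellTiter-Glo readout after 48 hours of compound exposure at 37 degrees C defined viability of HT-1080-NT cells. Activity was normalized to DMSO wells and cell-free media wells; concentration-response curves were fitted and assigned curve classes.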
# DRD3 antagonist – antagonists of human D3 dopamine receptor; P35462; D3R cells, DiscoveRx beta-arrestin luminescence, antagonist mode; hits give low values; max response, negative = inhibition, %; actives 2.5% (n = 360,000); AID 652054; in the data active = max response below about -50%; inconclusive = no clear call, values can overlap the other calls; note: % is set by controls: 0 for no effect and ±100 for the full control effect; mostly tested at two doses, the higher about 12 µM
#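 Cells plated overnight at 1500 cells/well, then exposed to library compounds with dopamine controls for 90 minutes at 37 degrees C. DiscoveRx reagent added for 30–60 minutes at room temperature; luminescence read, quantitative HTS format.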
# An asterisk follows results filed as active; ? = inconclusive; . = not tested or not shown; & = joins results of further samples; [ ] = dose if it differs, or a comment. Unless noted, calls come from the whole dose curve; as a rule, active = well fitted curve in the direction sought with a large enough effect; inconclusive = small, poorly fitted or top-dose-only effect, or another doubt; inactive = no such curve, though single readings can be large; an effect the other way counts as inactive or inconclusive. Rows are unselected, and some 12% of all compounds hit somewhere here.
SMILES,KB-3-1 cytotox,HT1080 IDH1KD tx,KB-V1 cytotox,GLP1R ag,DRD3 agonist,SW480 rereplic,IL-1B inflam inh,HT1080NT lethal,DRD3 antagonist
COc1ccc(C)cc1NC(=O)COC(=O)Cc1ccc(-c2ccccc2)cc1,-19%,16%,2%,0%,-1,-3%,17,14%,-2
COc1ccc(OC)c(S(=O)(=O)N2CCCC(C(=O)NCCc3ccccc3)C2)c1 (stereo not given),-2%,4%,?,3%,5,-6%,10,-2%,1
COc1ccc(-c2nc(C)c(CCNC(=O)C(=O)Nc3ccccc3OC)s2)cc1,7%,.,-30%,7%,19,.,.,.,.
CCCN1CCN(CCCNC(=O)CCn2nc(-c3ccccc3)ccc2=O)CC1,3%,-8%,0%,-4%,13,-2%,12,2%,-1
Cc1noc(C)c1COC(=O)C1COc2ccccc2O1 (stereo not given),5%,18%,5%,0%,-2,-6%,1,19%,4
Cc1ccc(CNS(=O)(=O)c2ccc3c(c2)CCN3C(=O)C2CCC2)cc1,-12%,-2%,-14%,14%,-2,-3%,12,-22%,22
COc1ccc(CCNC(=O)c2cc3c(F)cccc3s2)cc1OC,1%,?,-14%,14%,4,-20%,?,-13%,1
Cc1cc(Cl)c(S(=O)(=O)NCc2cccnc2)cc1OCC(=O)NC1CCCCC1,-4%,-17%,0%,9%,4,-31%[inhibitor],-2,9%,?
Cc1cc(C)c(Cn2c3ccccc3c3cnn(CC(=O)NCc4ccccn4)c(=O)c32)c(C)c1,?,-24%,?,7%,4&-15,?,31,-18%,-8
CCOc1ccc(N(CC(=O)NCCc2ccc(OC)cc2)S(C)(=O)=O)cc1,-4%,1%,-4%,-13%,0,0%,24,2%,-6
C[C@@H]1CN([C@H](C)CO)S(=O)(=O)c2ccc(Br)cc2O[C@H]1CN(C)S(C)(=O)=O,-1%,13%,5%,-4%,-1,.,4,10%,0
CC(COc1ccccc1)OC(=O)Nc1ccccc1 (stereo not given),13%,0%,1%,3%,1,-5%,18,0%,-18
O=C(CCN1CCN(Cc2ccccc2)CC1)NNC(=O)c1ccc(Cl)c(Cl)c1,-1%,-1%,-16%,-6%,1,.,?,-16%,?
CC(=O)c1ccccc1N(C(=O)c1ccco1)C(C(=O)NC1CCCC1)c1ccc(C)cc1 (stereo not given),-2%,-4%,0%,13%,-7,-1%,5,5%,-22
CCOC(=O)N1CCN(C(=O)c2cc3c(s2)-c2c(C)cccc2OC3)CC1,-1%,-2%,-11%,11%,-6,3%,-3,14%,-5

# Ordered by formula weight (rising): part of the list above
SMILES,KB-3-1 cytotox,HT1080 IDH1KD tx,KB-V1 cytotox,GLP1R ag,DRD3 agonist,SW480 rereplic,IL-1B inflam inh,HT1080NT lethal,DRD3 antagonist
CC(COc1ccccc1)OC(=O)Nc1ccccc1 (stereo not given),13%,0%,1%,3%,1,-5%,18,0%,-18
Cc1noc(C)c1COC(=O)C1COc2ccccc2O1 (stereo not given),5%,18%,5%,0%,-2,-6%,1,19%,4
CCOC(=O)N1CCN(C(=O)c2cc3c(s2)-c2c(C)cccc2OC3)CC1,-1%,-2%,-11%,11%,-6,3%,-3,14%,-5
COc1ccc(C)cc1NC(=O)COC(=O)Cc1ccc(-c2ccccc2)cc1,-19%,16%,2%,0%,-1,-3%,17,14%,-2
CCOc1ccc(N(CC(=O)NCCc2ccc(OC)cc2)S(C)(=O)=O)cc1,-4%,1%,-4%,-13%,0,0%,24,2%,-6
CCCN1CCN(CCCNC(=O)CCn2nc(-c3ccccc3)ccc2=O)CC1,3%,-8%,0%,-4%,13,-2%,12,2%,-1
O=C(CCN1CCN(Cc2ccccc2)CC1)NNC(=O)c1ccc(Cl)c(Cl)c1,-1%,-1%,-16%,-6%,1,.,?,-16%,?
CC(=O)c1ccccc1N(C(=O)c1ccco1)C(C(=O)NC1CCCC1)c1ccc(C)cc1 (stereo not given),-2%,-4%,0%,13%,-7,-1%,5,5%,-22
Cc1cc(Cl)c(S(=O)(=O)NCc2cccnc2)cc1OCC(=O)NC1CCCCC1,-4%,-17%,0%,9%,4,-31%[inhibitor],-2,9%,?

# Remaining list, next part:
SMILES,KB-3-1 cytotox,HT1080 IDH1KD tx,KB-V1 cytotox,GLP1R ag,DRD3 agonist,SW480 rereplic,IL-1B inflam inh,HT1080NT lethal,DRD3 antagonist
Cc1cc(-c2ccccc2)nc(N/N=C/c2ccccc2F)n1,5%,-2%,-11%,6%,1,?,-16,-13%,4
COc1cccc(OCc2cc(C(=O)NCC3CCCCC3)no2)c1,-3%,4%,3%,8%,0,-1%,-8,6%,-5
O=S(=O)(NCc1ccccn1)c1cc(C(F)(F)F)ccc1Cl,13%,9%,11%,-4%,2,-24%,6,7%,-3
O[C@@H]1CN(Cc2cccs2)[C@@H](c2ccc(Cl)cc2)C[C@H]1n1cc(-c2ccc(F)cc2)nn1,-4%,-24%,?,-3%,-8,.,-2,?,0
CCc1cccc(CC)c1NC(=O)COC(=O)c1ccc2c(c1)S(=O)(=O)c1ccccc1C2=O,0%,2%,-3%,-9%,-5,?,-11,1%,-4
COc1ccc(S(=O)(=O)N2CCNCC2)cc1,-5%,0%,10%,6%,-7,-12%[1.84 µM],-30,4%,?
COc1cccc(CNCCNC(=O)c2ccco2)c1OC,19%,6%,-19%,0%,-10,1%,4,13%,-25
Cc1ccccc1C(=O)Nc1scc(-c2ccc(Br)cc2)c1C(=O)O,?,?,-2%,0%,10,-9%,-25,?,16
CCOc1ccccc1CNCCN1CCOCC1,2%,8%,18%,-8%,-7,-13%,-6,9%,-13
Cc1cc(NC(=O)c2sccc2C)n(-c2nc3ccccc3[nH]2)n1,?,-27%,?,13%,22,11%,-82*,?,11
COc1ccccc1CNC(=O)CCc1cn(C)c2ccccc12,-4%,6%,-16%,14%,4,-11%,-4,14%,5
Cc1cc(C(=O)COC(=O)c2ccc[nH]c2=O)c(C)n1C,-5%,10%,-3%,-9%,4,?,7,0%,24
CC(C)(C)NC(=O)CN(C(=O)CCC(=O)Nc1nccs1)c1ccccc1F,0%,11%,-1%,-1%,-1,.,-22,4%,11
Cc1cccc(C(C#N)c2nc3ccccc3nc2C(F)(F)F)c1 (stereo not given),-22%,-7%,-22%,12%,-50,-3%,12,0%,-18
COc1cccc(-n2ccnc2SCC(=O)Nc2cc(OC)ccc2OC)c1,-1%,-5%,-27%,4%,0,8%,-20,-4%,-10
O=C(Nc1ccc(F)c(Cl)c1)c1cccnc1,0%,1%,13%,3%,3,8%,-16,7%,-5
Cc1cc(NC(=O)CSc2nnc(C)n2-c2ccccc2)no1,-1%,7%,-5%,-2%,-4,-7%,36,7%,-3
CC(=O)n1cc([C@H]2C=C(C(=O)NCc3ccccc3)O[C@@H](OCCCCO)C2)c2ccccc21,0%,-10%,-17%,8%,10,?,5,2%,0
Cc1ccccc1NC(=O)CCc1c(C)nn(-c2ccc(N3CCCCC3)nn2)c1C,1%,9%,-13%,0%,-2&-4,-13%,1,-6%,-15
O=C(CN1C(=O)C2CC=CCC2C1=O)Nc1cc(C(F)(F)F)ccc1N1CCCC1 (stereo not given),8%,2%,6%,14%,2,4%,14,-1%,?
C/C(=N/NC(=O)c1ccncc1)c1ccc(NC(=O)c2ccccc2)cc1,13%,14%,8%,-6%,-2,-5%,-6,11%,-13
O=C1CCC[C@@H]2C[C@@]3(C[C@@H]4CCN1[C@H]24)Nc1cc(Cl)ccc1NC3=NCc1ccccc1,0%&-6%,0%,18%&-30%,-2%,-24,?,24,3%,0
CSC1=NCCN1C(=O)c1ccc(Br)o1,3%,17%,1%,10%,2,-4%,-10,14%,18
Cc1sc(N/N=C/C=C/c2ccccc2)nc1-c1ccccc1,-7%,-25%,14%,-1%,0,14%,-20,-9%,0
Cn1c(C(=O)N2CCCC(C(=O)NCCN3CCOCC3)C2)cc2sccc21 (stereo not given),2%,9%[9.24 µM],-4%,-2%,-3,24%,24,9%,-24
CCC(C(=O)OC)n1cnc2c(nnn2-c2ccc(C)cc2)c1=O (stereo not given),0%,0%,-12%,5%,-10,1%,24,-2%,13
CCOc1ccccc1NC(=S)NCc1ccccc1,-11%,2%,-17%,7%,-8,-2%,24,?,2
O=S(=O)(Cc1nnnn1-c1ccc(Br)cc1)c1ccccc1,-1%,0%,-23%,3%,-1,.,-22,-3%,-3
CN1C(=O)C(C)(C)c2cc(S(=O)(=O)N3CCC(C(=O)NCc4ccc(F)cc4)CC3)ccc21,-5%,-1%,-1%,3%,-6,-10%,5,7%,-24
COc1ccc(C2C(C(=O)N3CCN(c4ccc(OC)cc4)CC3)c3ccccc3C(=O)N2C)cc1 (stereo not given),2%,-11%,-23%,0%,1,?,0,-2%,17
CC(CC(=O)OCC(=O)NC1CCS(=O)(=O)C1)c1ccccc1 (stereo not given),-22%,-11%,-11%,1%,-14,20%,-13,4%,-4
COc1cc(/C=N/Nc2ccc3ccccc3c2)ccc1OC(=O)c1ccco1,4%,0%,-2%,7%,2,-1%,21,-4%,6
Cc1ccc(C(=O)/C=C/c2ccc(-c3ccc(C)cc3)o2)cc1,-17%,-5%,2%,-13%,-2,69%,-14,0%,-13
COC(=O)c1ccc(C)c(NC(=O)c2ccc(CN3CCc4ccccc4C3)cc2)c1,-29%,-2%,-2%,-1%,-19,2%,32,1%,-92*
CCCn1c(-c2ccc[nH]c2=O)nc2ccccc21,10%,7%,13%,8%,13,-3%,16,4%,1
